Screens (PubChem)
FH mod – Identification of activators of human fumarate hydratase by quantitative high-throughput screening; hit rate 0.22% among 54,000; Potency, µM (top dose mostly 79.9 µM), for inactives: at the highest dose activity change, negative = inhibition, hits mostly inhibitors; FH coupled MDH/diaphorase resazurin fluorescence, 15 min; note: potency is the fitted concentration of half-maximal effect; % is set by controls: 0 for no effect and ±100 for the full control effect; the screen sought activators but most active calls are inhibition curves; nearly all actives have a fitted effect of over 45% in size
p53null 39C kill – kills p53 null cells at the nonpermissive temperature; H1299 p53-null (neo) cells, 39C, ATPlite viability, 24 h; Potency, µM (series often up to 46.1 µM), inactives show at the top dose activity, negative = cell killing, actives largely listed as cytotoxic; hit rate 0.97% among 55,000;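 note: potency is the fitted concentration of half-maximal effect; 0% = DMSO only and -100% = full killing by 100 µM tamoxifen; nearly all actives have a fitted effect of over 50% in size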
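Following overnight plating at 37C (600 cells/well), H1299-neo or H1299-p53A138V cells are dosed up to 46 uM. Incubation lasts 24 hr at 39C before ATP detection.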
NTMT1 inhibitor – inhibitors of human N-terminal methyltransferase NTMT1; NTMT1 MTase-Glo SAH luminescence, purified enzyme; hit rate 2.5% among 59,000; Potency, µM (titrated, usually from 114 µM), inactives show top-dose activity change, negative = inhibition, most hits filed as inhibitors; Q9BV86;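 note: potency is the fitted concentration of half-maximal effect; plate controls were DMSO vehicle for no effect and no enzyme for full effect; nearly all actives have a fitted effect of over 65% in size; many of its hits are not listed in these tables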
Target sequence (Q9BV86 whole entry, looked up): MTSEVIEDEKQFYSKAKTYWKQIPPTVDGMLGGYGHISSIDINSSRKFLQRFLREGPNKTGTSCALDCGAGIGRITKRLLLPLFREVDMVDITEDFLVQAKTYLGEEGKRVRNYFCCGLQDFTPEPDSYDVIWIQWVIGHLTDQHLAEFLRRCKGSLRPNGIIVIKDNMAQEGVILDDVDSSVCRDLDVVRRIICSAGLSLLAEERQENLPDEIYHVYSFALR
B2AR arrestin ag – ADRB2 beta-arrestin recruitment; P07550; HTLA Tango cells, beta-arrestin recruitment, luciferase luminescence, 18 h; Potency, µM (doses to about 46.1 µM), for the others: at the highest dose activation, hits mostly activators; 44,000 tested, under 10 active;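 note: potency is the fitted concentration of half-maximal effect; 0% = DMSO and full agonism = EC100 isoproterenol or metaproterenol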
Target sequence (P07550 whole entry, looked up): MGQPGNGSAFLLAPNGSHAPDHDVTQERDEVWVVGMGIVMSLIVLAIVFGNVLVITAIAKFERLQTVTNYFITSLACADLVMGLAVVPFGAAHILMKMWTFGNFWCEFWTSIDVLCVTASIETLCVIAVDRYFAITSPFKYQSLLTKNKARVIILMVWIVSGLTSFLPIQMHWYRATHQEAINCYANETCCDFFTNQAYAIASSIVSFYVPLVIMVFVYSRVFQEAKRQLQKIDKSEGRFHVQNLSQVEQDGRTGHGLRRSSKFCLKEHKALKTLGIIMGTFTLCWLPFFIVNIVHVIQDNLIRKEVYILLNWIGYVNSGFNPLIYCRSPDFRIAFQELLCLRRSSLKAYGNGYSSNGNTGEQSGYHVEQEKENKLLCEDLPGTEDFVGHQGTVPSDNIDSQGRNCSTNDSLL
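Tango cells (recombinant beta2-AR, beta-arrestin, tTA-driven luciferase), 1500/well in DMEM 1% FBS, treated 18 h at 37 °C with compounds up to 46 µM; luciferin mix added, luminescence read after 15 min; %activity curves fitted and curve-classed.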
GALK inhibitor – GALK (human) enzyme inhibition | P51570 | recombinant GALK, Kinase-Glo ATP luminescence, 1 h | Potency, µM (top dose mostly 57.5 µM), for inactives: top-dose activity, negative = inhibition, usual class: inhibitors | 44,000 tested, under 10 active | AID 1347072;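 note: plate controls were full GALK reaction for no effect and reaction lacking GALK for full effect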
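5 nM GALK with 35 µM ATP and 100 µM galactose in HEPES pH 8.0, MgCl2, NaCl, DTT, BSA; 1 h RT reaction, remaining ATP detected by Kinase-Glo Plus luminescence after 10 min; qHTS concentration series.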
p53null 32C tox – p53 null cell cytotoxicity, permissive temperature. H1299-neo p53 null cells, ATP luminescence, 24 h, 32C. Potency, µM (top dose mostly 46.1 µM), for inactives: at the top dose activity change, negative = cytotoxicity, actives largely listed as cytotoxic. hit rate 0.62% among 55,000. AID 903;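 note: potency is the fitted concentration of half-maximal effect; 0% = DMSO only and -100% = full killing by 100 µM tamoxifen; nearly all actives have a fitted effect of over 55% in size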
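We seeded p53-null H1299-neo cells, incubated them overnight at 37C, and added compounds across a range up to 46 uM. After 24 hours at 32C, ATP reagent was applied for 20 min at room temperature and luminescence recorded.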
TSG101-PTAP inh – blocks PTAP binding to human TSG101, validation; Q99816; Fluorescence polarization, FITC-PTAP peptide/Tsg101, 20 min; Potency, µM (highest dose often 115 µM), for inactives: at the highest dose activity change, negative = inhibition, most hits filed as inhibitors; 44,000 tested, under 10 active; note: potency is the fitted concentration of half-maximal effect; 0% is about no effect
Target sequence (Q99816 whole entry, looked up): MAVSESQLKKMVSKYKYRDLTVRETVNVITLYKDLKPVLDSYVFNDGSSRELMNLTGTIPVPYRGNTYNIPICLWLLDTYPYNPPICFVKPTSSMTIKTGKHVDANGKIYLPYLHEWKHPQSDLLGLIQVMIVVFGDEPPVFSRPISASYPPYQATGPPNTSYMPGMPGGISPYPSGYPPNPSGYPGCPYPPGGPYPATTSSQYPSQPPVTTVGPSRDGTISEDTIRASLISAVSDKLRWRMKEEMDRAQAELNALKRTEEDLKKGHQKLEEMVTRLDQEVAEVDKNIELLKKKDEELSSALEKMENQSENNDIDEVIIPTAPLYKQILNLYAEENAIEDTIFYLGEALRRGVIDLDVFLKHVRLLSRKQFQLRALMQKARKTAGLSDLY
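Steps: Tsg101 binding domain (10 uM final) in HEPES pH 7.5/NaCl/Tween 20/EDTA/TCEP; add compound; add FITC-PTAP peptide (50 nM final); incubate 20 min r.t.; read polarization.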
* marks the source's active call; other numbers are inactive results; ? = inconclusive; [ ] = dose if it differs, or a comment. Calls come from the whole dose curve; as a rule, active = well fitted curve in the direction sought with a large enough effect; inconclusive = small, poorly fitted or top-dose-only effect, or another doubt; inactive = no such curve, though single readings can be large; an effect the other way counts as inactive or inconclusive. The list is partial, so the mix of outcomes need not match the whole.

No.	SMILES	FH mod	p53null 39C kill	NTMT1 inhibitor	B2AR arrestin ag	GALK inhibitor	p53null 32C tox	TSG101-PTAP inh
1	COc1ccc(S(=O)(=O)NCCc2sc(-c3cccc(F)c3)nc2C)cc1	-20.1%	12.4%	-2.8%	-1.9%	-1.0%	6.6%	1.4%
2	CCCN(C(=O)CCc1nc(-c2ccc(C)cc2)no1)c1ccc(OCC)cc1	-17.3%	1.4%	13.4%	-1.8%	1.0%	12.6%	-4.0%
3	CCOc1ccccc1CNC(=O)c1ccc2c(c1)N(CC)CCS2	-15.8%	10.5%	0.7%	5.1%	9.0%	4.0%	0.1%
4	COc1ccc(C(=O)Nc2nc3c(s2)Cc2cc(OC)ccc2-3)cc1	-17.6%	?	-1.2%	-0.1%	7.3%	-1.3%	2.0%
5	Cc1ccccc1-c1nnc(CN2CCN(c3cccc(C)c3C)CC2)o1	-10.4%	0.8%	10.3%	-1.9%	0.3%	3.0%	-8.5%
6	CCCCN(C)CCCNC(=O)Cn1nc(CC)n2c(cc3sc(C)cc32)c1=O	8.4%	-9.9%	-5.0%	0.8%	-2.5%	-4.1%	-1.4%
7	COc1cc2[nH]c(=O)n(CCCC(=O)NCc3ccccc3)c(=O)c2cc1OC	-1.4%	-1.9%	2.5%	0.2%	-0.6%	4.6%	-8.6%
8	COc1ccc(C2c3c(n(C)c4ccccc34)C(=O)N2CC(=O)Nc2cccc(F)c2)cc1 (stereo unspecified)	?	2.7%	-2.9%	-0.7%	-0.3%	13.2%	0.3%
9	O=C1CC(=O)Nc2cc(S(=O)(=O)N3CCOc4ccccc43)ccc2N1	-1.5%	15.0%	6.5%	0.5%	-0.3%	14.7%	-2.2%
10	Cc1ccc(C(=O)NC2(C(F)(F)F)C(=O)Nc3c2c(=O)[nH]c(=O)n3CCc2ccccc2)cc1 (stereo unspecified)	4.4%	-7.1%	3.1%	1.5%	0.8%	-2.3%	-1.1%
11	CC1CCN(S(=O)(=O)c2cn(CC(=O)Nc3ccc(F)c(Cl)c3)c(=O)c3ccccc23)CC1	?	-6.2%	9.2%	0.4%	0.7%	-12.0%	-6.5%
12	CCC(CC)C(=O)Nc1cc(-c2cccc(C)c2)nn1-c1ccccc1	-6.9%	?	-4.6%	-0.1%	0.7%	-3.9%	-2.0%
13	CCOC(=O)c1c(C)[nH]c(C)c1S(=O)(=O)NCC(=O)Nc1cccc(C#N)c1	-0.9%	-17.0%	0.0%	-0.5%	-1.1%	-2.4%	-7.8%
14	Cc1cccc(CN2C(=O)c3ccccc3S(=O)(=O)c3ccc(C(=O)OCC4CCCO4)cc32)c1 (stereo unspecified)	-10.9%	-17.1%	-16.1%	0.9%	0.6%	9.3%	-0.3%
15	COc1ccc(Cn2c(=O)c3ccccc3n3c(-c4ccc(C)cc4)nnc23)cc1	-16.0%	27.6%	4.6%	-2.9%	3.3%	-1.4%	-1.8%
16	COCc1cc(C)nc2sc3c(c12)NC(c1ccc(O)cc1)N(c1ccc(OC)cc1)C3=O (stereo unspecified)	?	-15.4%	8.9%	?	-4.5%	6.8%	-2.9%
17	Cc1c(-c2nc(-c3ccc4c(c3)OCO4)no2)nnn1-c1ccc(C(C)C)cc1	-8.6%	-13.2%	-18.3%	-0.3%	2.5%	-0.9%	-3.1%
18	COc1ccc(S(=O)(=O)N2CCN(Cc3nc4ccc(C)cc4o3)CC2)cc1Cl	-28.6%	22.4%	2.7%	-1.0%	0.2%	9.1%	-6.4%
19	Cc1ccccc1CNC(=O)CSc1nnc(C)c2c(C)n(-c3ccccc3)nc12	-2.1%	30.6%[activator]	10.1%	1.6%	1.3%	7.6%	-0.3%
20	Cc1ccc(NC(=O)c2c(C)oc3ncn(C)c(=O)c23)cc1F	?	-10.6%	-1.1%	5.1%	-3.6%	7.2%	-2.5%
21	Cc1ccc(C(=O)NCCSc2c[nH]c3ccccc23)cc1C	?	24.0%	?	0.1%	-6.2%	15.3%	-3.3%
22	COc1ccc(NC(=O)/C(C#N)=C/c2ccc(OCc3cc(=O)n4nc(C)sc4n3)cc2)cc1	0.7%	-0.7%	-6.4%	-2.3%	-0.3%	?	1.0%
23	COc1ccc(-n2nnnc2C2CCN(S(=O)(=O)c3cc(Cl)ccc3OC)CC2)cc1	-22.7%	-15.1%	28.5%	-1.6%	8.1%	15.3%	-1.4%
24	COc1cccc(-c2nc(CS(=O)(=O)CC(=O)NCc3cccc(Cl)c3)c(C)o2)c1	-0.1%	-6.6%	0.0%	0.9%	1.3%	0.4%	1.9%
25	CCC(=O)Nc1cccc(-c2cn3c(C)csc3n2)c1	-2.0%	18.2%	-27.3%	-1.2%	1.8%	-12.4%	-0.3%

Next part.
No.	SMILES	FH mod	p53null 39C kill	NTMT1 inhibitor	B2AR arrestin ag	GALK inhibitor	p53null 32C tox	TSG101-PTAP inh
26	COc1ccccc1NC(=O)C1=C(C)Nc2nc(SCc3cccc(F)c3)nn2C1c1ccc(C(=O)O)cc1 (stereo unspecified)	4.3%	1.6%	?	-1.7%	5.8%	-0.3%	0.9%
27	COc1ccc(NS(=O)(=O)c2ccc3c(c2)CCCN3C(=O)C2CCC2)cc1OC	-15.2%	13.1%	-16.3%	0.3%	-1.4%	-0.7%	-4.9%
28	COc1ccc(C)cc1NC(=O)Cn1c(=O)oc2cc(S(=O)(=O)N3CCCCC3)ccc21	-2.0%	-11.0%	?	0.7%	-1.4%	-12.3%	-6.0%
29	CN(C)S(=O)(=O)N(CC(=O)NCCSCc1ccccc1Cl)c1ccccc1	-5.5%	25.3%	28.2%	2.1%	-6.4%	-1.8%	0.6%
30	CC(C)c1ccc(CN(Cc2ccco2)c2cnc(S(C)(=O)=O)nc2C(=O)Nc2ccc(F)cc2)cc1	-24.0%	-5.1%	-0.8%	-4.0%	0.3%	1.5%	-7.8%
31	CCOc1ccc(C2C(C(N)=O)=C(C)Nc3nc(-c4ccc(OC)cc4)nn32)cc1 (stereo unspecified)	-2.6%	-26.6%	2.1%	0.4%	0.3%	-24.9%	3.4%
32	CCc1ccc(NC(=O)CNC(=O)Cn2c(C)cc3ccccc3c2=O)cc1	6.5%	-3.5%	5.1%	-0.7%	-0.4%	1.2%	-2.6%
33	COCCn1c(SCC(=O)c2ccccc2)nc2cc(C(=O)NC3CCCC3)ccc2c1=O	5.6%	-1.7%	6.4%	1.1%	-2.3%	-7.5%	0.7%
34	COc1cc2c(C(=O)N3CCN(c4cccc(C)c4)C(C)C3)cn(CC(C)C)c(=O)c2cc1OC (stereo unspecified)	-16.6%	-5.5%	-6.7%	1.1%	1.4%	3.7%	-0.7%
35	CCN(c1ccccc1)S(=O)(=O)c1ccc2[nH]cc(C(=O)NC3CCCCC3)c(=O)c2c1	-18.3%	27.5%	4.4%	-2.6%	-1.0%	18.8%	0.4%
36	Cc1cc2oc(C(=O)Nc3sc4c(c3C(=O)NCc3ccco3)CCC4)cc(=O)c2cc1C	?	1.9%	-7.6%	-1.8%	-0.7%	-8.4%	-3.9%
37	CCc1ccc(-c2nc(CSCC(=O)NCc3ccccc3OC)c(C)o2)cc1	-5.7%	-2.4%	-18.2%	-2.2%	0.2%	-3.9%	-1.4%
38	COc1ccc2oc(=O)c(-c3csc(-c4ccc(Br)cc4)n3)cc2c1	-18.7%	-7.2%	11.9%	-1.3%	-0.7%	3.8%	2.2%
39	COc1ccccc1CNC(=O)c1cnc(SC)nc1C	-2.2%	-11.9%	-1.6%	-0.4%	5.5%	-7.3%	1.3%
40	COc1ccc(-c2nnc(SCc3cc(=O)c4cc(C)cc(C)c4[nH]3)n2C)cc1	-17.4%	-12.0%	-0.4%	0.8%	-0.1%	-5.0%	-5.0%
41	Cc1ccc(CSc2ncc(Cl)c(C(=O)Nc3sc4c(c3C(N)=O)CCCC4)n2)cc1	-18.2%	-7.1%	6.4%	-2.0%	3.8%	-3.3%	3.0%
42	COc1ccc(-c2nnc(SCC(=O)Nc3ccc(F)cc3)s2)cc1	1.6%	12.0%	-0.7%	0.3%	-8.8%	-9.4%	-0.7%
43	CCOC(=O)c1ccc(CN(Cc2ccc(Br)cc2)S(=O)(=O)c2cccc(C(F)(F)F)c2)cc1	-15.2%	-7.6%	16.1%	-0.4%	-0.8%	-9.3%	-1.5%
44	CC(C)(C)OC(=O)N1CCC(c2c(C(=O)NCc3ccco3)cnn2-c2ccccc2)CC1	-0.8%	-4.0%	-19.4%	-0.7%	-2.0%	3.5%	-3.3%
45	O=C(CC1N=C2c3ccccc3N=C(SCC(=O)Nc3cccc(Cl)c3)N2C1=O)NCc1cccs1 (stereo unspecified)	?	-21.2%	?	-0.9%	3.4%	35.8%[activator]	10.2%
46	O=C(CSc1nccn1Cc1ccc(F)cc1)NC1CCCC1	8.8%	19.5%	5.1%	-1.0%	2.0%	-0.5%	-2.0%
47	CCOC(=O)C1CCC(CN(Cc2ccc(OC)cc2)S(=O)(=O)c2ccc(C)cc2)CC1 (stereo unspecified)	-16.1%	0.8%	-1.4%	-1.1%	-0.4%	-7.4%	-4.5%
48	COCCCNC(=O)c1ccc(Cn2c(SCc3cccc(C)c3)nc3cccnc32)cc1	-18.1%	?	-16.8%	-0.2%	-2.4%	?	-0.9%
49	Cc1ccc(S(=O)(=O)CCC(=O)N2CCN(c3nc4c(C)c(C)ccc4s3)CC2)cc1	-11.1%	5.4%	6.5%	-3.7%	-1.9%	0.1%	4.6%
50	O=C(CCS(=O)(=O)c1cc2c3c(c1)CCN3C(=O)CC2)Nc1cccc(Br)c1	-2.9%	14.1%	-21.3%	-0.2%	1.7%	0.1%	-1.5%

The list continues:
No.	SMILES	FH mod	p53null 39C kill	NTMT1 inhibitor	B2AR arrestin ag	GALK inhibitor	p53null 32C tox	TSG101-PTAP inh
51	CCC(=O)Nc1ccc2nc(SCC(=O)N3CCc4ccccc43)sc2c1	-22.1%	-17.5%	2.3%	-1.9%	1.4%	-6.1%	-3.4%
52	COc1ccc(OC)c(CNS(=O)(=O)c2c(C(=O)N3CCC(C)CC3)c(C)n(C)c2C)c1	-3.0%	-11.4%	3.8%	-0.3%	1.1%	-2.5%	1.1%
53	COc1ccccc1N1CCN(C(=O)c2ccc(CS(=O)c3ccccc3C)o2)CC1 (stereo unspecified)	-2.0%	2.9%	-0.4%	0.6%	-1.7%	15.5%	-6.5%
54	COC(=O)c1ccccc1NC(=O)c1cc2c(-c3ccc(OC)c(OC)c3)nn(C)c2s1	-2.6%	?	-23.4%	0.4%	10.1%	-0.6%	-5.9%

3 entries out of the list, ordered by molecular weight, low to high.
No.	SMILES	FH mod	p53null 39C kill	NTMT1 inhibitor	B2AR arrestin ag	GALK inhibitor	p53null 32C tox	TSG101-PTAP inh
53	COc1ccccc1N1CCN(C(=O)c2ccc(CS(=O)c3ccccc3C)o2)CC1 (stereo unspecified)	-2.0%	2.9%	-0.4%	0.6%	-1.7%	15.5%	-6.5%
54	COC(=O)c1ccccc1NC(=O)c1cc2c(-c3ccc(OC)c(OC)c3)nn(C)c2s1	-2.6%	?	-23.4%	0.4%	10.1%	-0.6%	-5.9%
50	O=C(CCS(=O)(=O)c1cc2c3c(c1)CCN3C(=O)CC2)Nc1cccc(Br)c1	-2.9%	14.1%	-21.3%	-0.2%	1.7%	0.1%	-1.5%
